# LYPLA1 counter: blocks human lysophospholipase 1, a PME1 counter-screen; actives 0.16% (n = 320,000); recombinant LYPLA1, FP-Rh probe fluorescence polarization; inhibition, % at 5.9 µM; AID 2174; O75608;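 active = inhibition above the mean of all tested compounds plus 3 SD, set per campaign, cut at about 14% in these data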;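 also: inhibitors block serine hydrolase probe labeling of LYPLA1 so polarization falls; 0% = enzyme with DMSO and 100% = wells lacking LYPLA1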
# ZTA DNA inh: blocks Epstein-Barr virus ZTA, an EBNA-1 counter-screen | P03206 | ZTA-DNA binding, fluorescence polarization | inhibition, % at 11 µM | actives 0.15% (n = 320,000) | AID 2234; in the data active = inhibition above about 33%
# PAFAH1B3 FP inh: inhibitors of human PAFAH1B3; Q15102; actives 0.28% (n = 340,000); inhibition, % at 3.39 µM; recombinant PAFAH1B3, FP-rhodamine probe, fluorescence polarization;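 active = inhibition above the screen-wide average of all tested compounds plus 3 SD, cut at about 25% in these data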;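 also: 0% = enzyme with DMSO only and 100% = wells lacking PAFAH1B3 protein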
# Target sequence (Q15102 whole entry, looked up): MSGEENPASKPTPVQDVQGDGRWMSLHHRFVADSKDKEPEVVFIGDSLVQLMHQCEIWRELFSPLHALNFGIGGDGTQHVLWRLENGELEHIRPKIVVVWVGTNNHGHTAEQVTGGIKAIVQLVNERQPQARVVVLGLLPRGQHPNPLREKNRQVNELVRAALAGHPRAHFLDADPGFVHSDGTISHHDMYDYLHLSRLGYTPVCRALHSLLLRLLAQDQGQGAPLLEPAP
# GSTO1 counter: counter-screen for RBBP9 inhibitors: inhibitors of human GSTO1; recombinant GSTO1, activity-based probe fluorescence polarization; inhibition, % at 5.96 µM; actives 1.1% (n = 300,000); AID 1974;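 active = inhibition above the campaign mean inhibition plus 3 SD, cut at about 35% in these data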;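 also: 0% = GSTO1-1 with DMSO and 100% = wells lacking GSTO1-1 enzyme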
# PAFAH2 FP inh: inhibitors of human PAFAH2. AID 492956. inhibition, % at 3.39 µM. recombinant PAFAH2, FP-rhodamine activity probe, fluorescence polarization. Q99487. actives 0.99% (n = 340,000);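 active = inhibition above the mean over all tested compounds plus 3 SD, cut at about 30% in these data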;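 also: inhibitors block probe labeling of enzyme so polarization drops; 0% = enzyme with DMSO and 100% = wells lacking PAFAH2 protein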
# PAD4 inh: blocks human protein arginine deiminase 4. Q9UM07. recombinant PAD4, RCA probe fluorescence polarization. actives 0.41% (n = 330,000). inhibition, % at 6.36 µM;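 active = percent inhibition above a cutoff equal to the mean of all tested compounds plus 3 SD, cut at about 15% in these data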;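 also: 0% = PAD4 with RCA probe and DMSO and 100% = probe without PAD4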
# Target sequence (Q9UM07 whole entry, looked up): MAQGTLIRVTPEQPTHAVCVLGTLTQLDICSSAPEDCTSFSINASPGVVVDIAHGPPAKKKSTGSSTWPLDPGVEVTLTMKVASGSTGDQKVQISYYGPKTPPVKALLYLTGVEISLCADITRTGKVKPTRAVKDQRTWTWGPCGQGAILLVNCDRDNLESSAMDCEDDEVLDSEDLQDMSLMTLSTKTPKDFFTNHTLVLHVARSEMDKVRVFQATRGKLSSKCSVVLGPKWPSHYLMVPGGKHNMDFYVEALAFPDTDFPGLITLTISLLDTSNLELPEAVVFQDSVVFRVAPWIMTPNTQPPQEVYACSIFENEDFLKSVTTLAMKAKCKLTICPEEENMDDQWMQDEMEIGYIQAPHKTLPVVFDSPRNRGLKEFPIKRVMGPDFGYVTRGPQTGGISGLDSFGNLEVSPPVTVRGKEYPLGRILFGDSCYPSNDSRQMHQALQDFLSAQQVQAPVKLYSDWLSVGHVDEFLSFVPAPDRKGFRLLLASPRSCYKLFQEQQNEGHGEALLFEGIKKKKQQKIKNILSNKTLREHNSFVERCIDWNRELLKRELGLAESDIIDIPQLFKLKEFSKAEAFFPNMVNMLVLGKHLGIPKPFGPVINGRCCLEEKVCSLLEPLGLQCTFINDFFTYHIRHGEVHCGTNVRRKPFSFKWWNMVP
# EBNA-1 inh: blocks EBNA-1 binding to DNA; EBNA-1 DNA binding, fluorescence polarization; inhibition, % at 14.8 µM; actives 0.34% (n = 300,000); AID 1950; in the data active = inhibition above about 28%
# PREPL inh: inhibitors of human prolyl oligopeptidase-like enzyme PREPL | Q4J6C6 | recombinant PREPL, fluorescence polarization activity-based probe | inhibition, % at 5.96 µM | actives 0.68% (n = 320,000); in the data active = inhibition above about 43%;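 also: 0% = enzyme with DMSO and 100% = wells lacking enzyme; many of its hits are not listed in these tables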
# LYPLA2 counter: counter-screen for PME1 inhibitors: inhibitors of human LYPLA2; O95372; recombinant LYPLA2, FP-Rh probe fluorescence polarization; inhibition, % at 5.9 µM; actives 0.38% (n = 320,000);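 active = inhibition above the screen-wide mean plus 3 SD, limit set per campaign, cut at about 26% in these data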;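 also: 0% = LYPLA2 with DMSO and 100% = wells lacking LYPLA2 enzyme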
# * = called active by the depositor; nt = not tested or not shown. A portion of the library (hit frequency here may not be typical).
SMILES,LYPLA1 counter,ZTA DNA inh,PAFAH1B3 FP inh,GSTO1 counter,PAFAH2 FP inh,PAD4 inh,EBNA-1 inh,PREPL inh,LYPLA2 counter
COc1ccc(N2CCN(C(=O)c3cn(C4CCCC4)c(=O)c4c3c3ccccc3n4C)CC2)cc1,-1,13,-1,4,9,2,-2,62*,3
Cc1csc(N(C(=O)Cc2ccccc2F)c2ccccc2)n1,1,5,-3,4,-4,-2,-2,3,2
COc1ccc(CCNC(=O)c2cn3ccc(C)cc3n2)cc1OC,0,18,4,10,8,1,3,-4,-3
O=S(=O)(Nc1ccc(-n2cnnn2)cc1)c1ccc(F)c(F)c1F,2,13,4,0,2,1,-11,12,5
COCCN1C(=O)N[C@@H](c2cccc(C(F)(F)F)c2)C(C(=O)OC)=C1C,1,-6,5,3,-2,-1,-7,3,-5
Cc1ccc(S[C@@H](CCN2CC[C@H](C)CCC2=O)c2ccccc2)cc1,-4,-15,4,4,8,-1,4,-8,-4
CC(Sc1nnc(-c2ccncc2)n1C)C(=O)Nc1ccc(N2CCOCC2)cc1 (stereo unspecified),-2,-6,1,nt,-4,-2,nt,3,4
CCOc1ccc(NC(=O)Cn2cc(C(=O)CC)c3ccccc32)cc1,-4,11,2,0,-3,-1,21,3,3
CC(C(=O)N1CCc2ccccc21)N1CCN(S(=O)(=O)c2cccc(C(F)(F)F)c2)CC1 (stereo unspecified),0,5,8,nt,2,5,nt,11,1
CCCn1ncc(CN2CCN(Cc3ccc(C)o3)C(CCO)C2)c1C (stereo unspecified),6,12,4,-5,-1,3,11,-4,2
CC(C)CCNc1ncnc2c1nnn2Cc1ccccc1,4,8,2,7,2,-5,-6,-3,0
CC(C)CN(C(=O)COC(=O)c1cccn1C)c1c(N)n(Cc2ccccc2)c(=O)[nH]c1=O,-1,-12,6,-1,-1,-1,1,17,5
CN(C)S(=O)(=O)c1ccc2c(c1)nc(CCC(=O)NCC1CCCCC1)n2C,-2,-1,1,0,-8,-2,-12,10,2
O=C(NCCc1c[nH]c2ccccc12)/C(=C/c1cccnc1)NC(=O)c1cccs1,1,-13,1,-1,-6,1,-1,9,9
CCCc1[nH]nc2c1C(c1ccncc1)C(C#N)=C(N)O2 (stereo unspecified),1,-10,2,10,3,1,-8,10,15
Cn1c(N)c(C(=O)COC(=O)C23CC4CC(CC(C4)C2)C3)c(=O)n(C)c1=O,1,-1,-1,1,12,1,1,14,6
COc1ccc(NC(=O)[C@@H]2CC=C[C@@H]3CCN(Cc4ccc(Cl)c(Cl)c4)C(=O)[C@@H]32)cc1,1,20,6,-18,-1,0,0,-5,1
CCCn1c(=N)n(CC(O)c2ccc(C)cc2)c2ccccc21 (stereo unspecified),-5,-3,7,10,-1,-3,2,25,5
CCCSc1nnc2c(n1)OC(c1cccn1C)N(C(C)=O)c1ccccc1-2 (stereo unspecified),-2,-18,4,0,2,2,3,9,5
Cc1nn(-c2ccccc2)c(Cl)c1C(=O)Nc1ccccc1,-1,3,7,-7,1,1,-6,1,-1
Cc1ccc(SCCCCN2CCNCC2)cc1,2,-14,1,-3,-4,0,-14,9,9
CCCc1cc(=O)oc2cc(OCC(=O)Nc3ccccn3)ccc12,1,-14,3,0,2,-6,-24,7,-1
O=[N+]([O-])c1cccc(-c2c(-c3ccccc3)ncc3ccc(F)cc23)c1,-4,11,12,nt,2,-1,nt,8,-3
COc1ccc(-c2cc(=O)oc3cc(OCC(=O)NCc4ccccn4)ccc23)cc1,1,-7,6,5,1,2,-7,-19,4
CC(C)CN(C(=O)COC(=O)CNC(=O)c1sc2ccccc2c1Cl)C1CCS(=O)(=O)C1 (stereo unspecified),1,5,1,-4,13,0,-5,30,1
COc1ccc(N(C)C(=O)c2ccc3nc(-c4ccccc4)c(-c4ccccc4)nc3c2)cc1,-1,-4,4,-9,2,2,-5,-1,-2
O=C(Nc1cccc(Cl)c1)N1CCCC1,1,-15,15,4,-4,-6,-14,-2,5
O=C(Nc1nnc(COc2ccc(Cl)cc2)s1)c1ccc([N+](=O)[O-])cc1,1,-21,5,4,-1,1,-6,15,3
O=C(Nc1cnn(Cc2ccc(Cl)c(Cl)c2)c1)c1nc2ncccn2n1,-5,-10,3,0,-11,4,-3,-11,-8
CC(=O)c1c(C)nc2ccccn12,0,-6,-3,7,-9,0,-4,-12,-6
O=C(CNC(=O)c1ccc(Cl)c([N+](=O)[O-])c1)OCN1C(=O)c2ccccc2C1=O,2,9,10,25,8,2,5,4,5
Cc1cc(NC(=O)Nc2ccc(F)cc2F)n(C)n1,-2,-15,9,2,-2,-1,-2,-3,-2
Cc1c(NC(=O)c2ccc(N3CCCC3)c([N+](=O)[O-])c2)cccc1-c1nc2ccccc2s1,-9,-22,-9,-17,-11,-2,-8,12,-8
CCN(CC)CCOC(=O)c1c(C)oc2ccc(OC)cc12,1,-34,-2,5,-5,1,5,3,6
CC1CCCC(C)N1/N=C/c1cc(Br)c(O)c(Br)c1 (stereo unspecified),1,2,nt,2,nt,-2,6,0,7
CC(Oc1ccc(Br)cc1)C(=O)NCCCN1CCCC1=O (stereo unspecified),nt,nt,7,nt,-4,0,nt,19,nt
O=C(O)c1cccc(NC(=O)C2C3C=CC(C3)C2C(=O)OCC(F)(F)C(F)F)c1 (stereo unspecified),-4,11,3,-6,-3,-3,-11,12,1
COc1ccc(CC(=O)NCC2CCCN(Cc3cccc(SC)c3)C2)cc1 (stereo unspecified),7,-10,5,-2,-4,2,-6,9,-2
COC(=O)c1c(-c2ccc(OC)cc2)sc2ccc(OC)cc12,nt,nt,-6,nt,3,0,nt,22,nt
COc1ccc(C(CC(=O)O)NC(=O)c2cccs2)cc1 (stereo unspecified),-1,-17,1,10,4,3,3,17,4
CC(=O)N1N=C(c2ccco2)CC1c1cc2ccc(C)cc2nc1Cl (stereo unspecified),1,-6,4,-8,1,1,-5,18,-1
COc1cc(CCC(=O)Nc2cc(Cl)ccc2N2CCN(C)CC2)cc(OC)c1OC,-1,3,3,-1,-6,0,4,18,-4
COC(=O)c1ccc(CSCC(=O)Nc2ccccc2)cc1,3,11,3,5,1,4,0,2,16
Clc1ccc(CN(Cc2ccccc2)C(c2cccs2)c2nnnn2C2CCCC2)cc1 (stereo unspecified),1,8,2,-11,-6,3,5,-4,6
CSc1ccccc1NC(=O)CSc1nnc(Cc2ccccc2)o1,-4,-15,6,8,2,0,-2,-4,-3

# One compound at a time, as listed above:
# Shown for CCN(CC)CCOC(=O)c1c(C)oc2ccc(OC)cc12 = LYPLA1 counter = 1; ZTA DNA inh = -34; PAFAH1B3 FP inh = -2; GSTO1 counter = 5; PAFAH2 FP inh = -5; PAD4 inh = 1; EBNA-1 inh = 5; PREPL inh = 3; LYPLA2 counter = 6
# Shown for O=C(O)c1cccc(NC(=O)C2C3C=CC(C3)C2C(=O)OCC(F)(F)C(F)F)c1 (stereo unspecified) = LYPLA1 counter = -4; ZTA DNA inh = 11; PAFAH1B3 FP inh = 3; GSTO1 counter = -6; PAFAH2 FP inh = -3; PAD4 inh = -3; EBNA-1 inh = -11; PREPL inh = 12; LYPLA2 counter = 1

# Other records:
SMILES,LYPLA1 counter,ZTA DNA inh,PAFAH1B3 FP inh,GSTO1 counter,PAFAH2 FP inh,PAD4 inh,EBNA-1 inh,PREPL inh,LYPLA2 counter
Cc1ccc(S(=O)(=O)NCC(=O)OCc2csc(-c3ccccc3)n2)cc1,-1,1,2,7,-8,-3,-4,-10,-3
COc1ccc(-c2nc(CC(=O)O)cs2)cc1OC,1,-12,nt,-2,nt,-6,-9,-3,1
CC(C)CN1C(=O)c2ccc(NC(=O)c3ccccc3F)cc2C1=O,-3,5,-1,-3,-3,-4,15,6,4
CN(C)CCOc1cccc(Cl)c1,-3,-16,7,3,-6,4,-10,11,-2
COc1ccc(NC(=O)COC(=O)CNS(=O)(=O)c2ccccc2)cc1OC,0,-11,2,-3,2,0,-3,28,2
Cc1cc(/C=C\c2nc(O)c([N+](=O)[O-])c(=O)[nH]2)c(C)n1-c1ccccc1,1,1,17,13,18,1,0,12,1
CC1CN(C2=NC(=O)/C(=C3/C(=O)N(Cc4ccc(F)cc4)c4ccccc43)S2)CC(C)O1 (stereo unspecified),1,0,8,-6,3,0,-6,12,-4
CCOC(=O)Cn1cc(C(=O)C(C)(C)C)c2ccccc21,0,11,1,9,-7,-6,2,-4,2
Nc1nc(NCC2CCCO2)nc(Nc2cccc(Cl)c2)c1[N+](=O)[O-] (stereo unspecified),0,-30,2,5,0,-1,-5,12,-5
O=C(CN(C(=O)Cn1nnc(-c2cccs2)n1)c1ccc2c(c1)OCCO2)NCc1ccccc1,-2,-3,2,-8,3,-6,2,-26,-5
Oc1ccccc1N1CCN(C(=S)NCCc2ccccc2)CC1,1,-9,4,-1,4,-1,2,-52,1
CCS(=O)c1ccccc1C(=O)O (stereo unspecified),0,-8,4,4,-5,-4,4,1,4
C#CCOCCOCCOCCNc1nc(N2CCN(C(=O)[C@H](CCCCN)n3cc(CN)nn3)CC2)nc(N2CCN(C(=O)[C@H](CCCN=C(N)N)n3cc(C(N)[C@H](C)CC)nn3)CC2)n1 (stereo partly specified),nt,nt,-7,nt,0,-1,nt,20,nt
NC(=O)C1=C[C@H](c2csc3ccccc23)C[C@H](OCCCCO)O1,2,3,3,0,-8,0,2,17,0
CC(=O)N1CCc2[nH]c3ccccc3c2C1,0,-7,-1,-5,-2,-2,-12,2,5
COc1ccc(/C=C/C(=O)Nc2ccc(OC)cc2[N+](=O)[O-])cc1,-1,3,5,-7,4,3,5,12,1
Cc1cc(C(C)(C)C)oc1C(=O)Nc1ccc(CC(=O)O)cc1,0,-12,-7,10,7,-4,2,2,1
Cc1ccc(-c2nc3cccnc3s2)cc1NS(=O)(=O)c1ccc2c(c1)OCCO2,-7,14,2,-14,-6,-2,11,-19,-6
CC(C)(C)C(=O)Nc1ccccc1C(=O)Nc1ccncc1,-1,-14,8,1,-8,-1,0,7,-7
COC(=O)Cc1cc(C)cc2c(=O)cc(-c3ccoc3)oc12,-5,2,nt,3,nt,-7,-1,5,0
O=C(NCc1cccnc1)c1ccccc1-c1ccccc1,-4,-1,-1,4,-1,1,-4,12,-2
CN1C(=O)c2ccc(NC(=O)c3ccc(N4CCCCC4)c([N+](=O)[O-])c3)cc2C1=O,-4,7,-4,0,0,1,5,1,3
CC(C)(O)C#Cc1ccc(CN2CCN(C3CCCCC3)C(CCO)C2)cc1 (stereo unspecified),5,-5,2,13,-3,3,4,14,12
CC(=O)Nc1ccc(NC(=O)c2c(-c3ccccc3Cl)noc2C)cc1,-2,14,12,3,-4,-4,9,-9,-1
CCC(C(=O)O)N1C(=O)C2CCCCC2C1=O (stereo unspecified),2,-16,3,-6,3,-1,6,-1,-1
O=C(CCSc1ccccn1)Nc1ccc(Br)cc1,1,-12,8,-1,-5,2,-1,-11,-1
Cc1cc(C)cc(C(=O)Nc2nc3ccccc3[nH]2)c1,-4,-1,7,-3,4,2,2,8,-4
CCOC(=O)c1c(C)[nH]c(C(=O)OCC(=O)N(CC(C)C)c2c(N)n(Cc3ccccc3)c(=O)[nH]c2=O)c1C,-2,-16,2,-8,-3,3,12,-2,-5
O=C(C/C=N/OCc1c(Cl)cccc1Cl)c1ccccc1,-3,-26,3,1,10,-3,11,-6,0
COc1ccc(NC(=O)COC(=O)C2CCN(C(=O)c3ccc(Cl)cc3)CC2)c([N+](=O)[O-])c1,nt,nt,4,nt,-5,-2,nt,18,nt
COc1ccc(-c2csc(NC(=O)C3CC(=O)N(Cc4ccccc4)C3)n2)cc1OC (stereo unspecified),-2,5,10,-2,7,-5,3,22,1
CCc1cccc(C)c1NC(=O)C1CN(S(=O)(=O)c2ccccc2)CCN1S(=O)(=O)c1ccccc1 (stereo unspecified),-3,-12,4,2,0,0,6,39,5

# Source: PubChem BioAssay (The Scripps Research Institute Molecular Screening Center)
